From PubChem
Kir21 block – inhibitors of mouse Kir2.1 inward-rectifier potassium channel; P35561; B-score at 10 µM; 310,000 tested, 0.85% active; HEK293-Kir2.1, FluxOR thallium flux fluorescence; active compounds read low;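 active = fluorescence ratio B-score at or below minus 3 SD of library scores, with starting-brightness B-score within 2 SD, cut at about -4.2 in these data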;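 note: channel flux triggered by added potassium and thallium sulfate stimulus; B-score of peak minus minimum fluorescence over baseline after thallium stimulus; more negative B-score means stronger Kir2.1 block with less thallium influx; some compounds called inactive have numbers as strong as hits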
KCNQ2 block – KCNQ2 potassium channel inhibitors, primary screen, cell-based, CHO-K1, FluxOR thallium flux, B-score (AID 2156); 20 min; active compounds read low; B-score at 10 µM; 310,000 tested, 1.1% active;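 active = fluorescence ratio B-score at most minus 3 library SDs, with starting brightness B-score within 2 library SDs, cut at about -5.5 in these data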
Target sequence (O88943 whole entry, looked up): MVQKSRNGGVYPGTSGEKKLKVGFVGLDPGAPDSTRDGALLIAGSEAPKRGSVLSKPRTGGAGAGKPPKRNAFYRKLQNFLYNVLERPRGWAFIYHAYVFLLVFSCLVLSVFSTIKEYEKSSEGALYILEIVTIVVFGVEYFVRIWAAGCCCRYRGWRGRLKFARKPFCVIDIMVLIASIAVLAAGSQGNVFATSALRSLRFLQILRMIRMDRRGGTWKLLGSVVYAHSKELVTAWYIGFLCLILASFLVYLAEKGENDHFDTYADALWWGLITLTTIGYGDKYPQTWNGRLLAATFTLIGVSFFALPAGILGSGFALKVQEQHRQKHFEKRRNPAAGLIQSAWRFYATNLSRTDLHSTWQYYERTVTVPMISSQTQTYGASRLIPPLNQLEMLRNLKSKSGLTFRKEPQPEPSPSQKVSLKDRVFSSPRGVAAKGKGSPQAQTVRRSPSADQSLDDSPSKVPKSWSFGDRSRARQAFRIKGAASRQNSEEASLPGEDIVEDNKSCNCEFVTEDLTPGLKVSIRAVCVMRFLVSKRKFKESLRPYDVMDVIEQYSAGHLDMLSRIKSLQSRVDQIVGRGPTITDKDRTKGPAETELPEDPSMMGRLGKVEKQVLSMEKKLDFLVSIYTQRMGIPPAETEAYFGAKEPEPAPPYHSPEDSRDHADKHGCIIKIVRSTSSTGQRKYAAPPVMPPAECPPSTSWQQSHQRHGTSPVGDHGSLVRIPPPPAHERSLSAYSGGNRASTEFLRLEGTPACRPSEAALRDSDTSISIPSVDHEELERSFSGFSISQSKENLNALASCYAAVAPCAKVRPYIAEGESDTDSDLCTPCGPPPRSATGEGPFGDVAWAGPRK
* hit, by the source's call; i = inactive.

SMILES	Kir21 block	KCNQ2 block
Cc1cccc(Nc2cc(=O)n(C)c(=O)[nH]2)c1	0.76	i
O=C1CCCCN1CCC(=O)N1CCCC(N2CCN(c3cccc(Cl)c3)CC2)C1 (stereo unspecified)	0.02	i
CCC(CC)NC(=O)c1cc(OC)c(OC)cc1[N+](=O)[O-]	0.59	i
Cc1ccc(CNC(=O)CSc2ncccn2)cc1	0.68	i
CCOC(=O)c1sc(C)c2c(=O)n(CC)nnc12	1.72	i
Cc1ccnc(NC(=O)c2cc3ccccc3o2)c1	-0.07	i
O=S(=O)(c1ccccc1)c1ccc(C(F)(F)F)cn1	-0.19	i
O=C(c1ccco1)N1CCCC(c2nc(-c3ccc(S(=O)(=O)NCc4ccccc4)cc3)no2)C1 (stereo unspecified)	1.33	i
CN(C)CCCN(C(=O)c1ccc(S(=O)(=O)N2CCOCC2)cc1)c1nc2cc3c(cc2s1)OCO3	1.25	i
CC12CCC(C(=O)N3CCN(Cc4ccccc4)CC3)(OC1=O)C2(C)C (stereo unspecified)	0.79	i
Cn1c(=O)c2c(-c3ccccc3)n(C3CCCCC3)cc2n(C)c1=O	0.14	i
NNC(=O)CSc1nnc(-c2ccccc2)n1-c1ccccc1	-0.08	i

Structures shown so far containing a carbonyl joined to an NH by a bond outside any ring:
SMILES	Kir21 block	KCNQ2 block
CCC(CC)NC(=O)c1cc(OC)c(OC)cc1[N+](=O)[O-]	0.59	i
Cc1ccc(CNC(=O)CSc2ncccn2)cc1	0.68	i
Cc1ccnc(NC(=O)c2cc3ccccc3o2)c1	-0.07	i
NNC(=O)CSc1nnc(-c2ccccc2)n1-c1ccccc1	-0.08	i

Continuation:
SMILES	Kir21 block	KCNQ2 block
COc1cc(C2C(C#N)=C(N)Oc3n[nH]c(-c4cccnc4)c32)cc(Br)c1O (stereo unspecified)	0.57	i
CC(=O)c1cccc(NC(=O)C2C3C=CC(C4CC34)C2C(=O)O)c1 (stereo unspecified)	0.38	i
Cc1nn(Cc2ccccc2)c(=O)n1N(C)c1ncc(C(F)(F)F)cc1Cl	-0.16	i
COc1ccc(NS(=O)(=O)c2c(F)cc(F)c(Cl)c2F)cc1S(=O)(=O)N1CCCCC1	-1.04	i
COc1ccccc1Cn1nc(C(=O)O)c2ccccc2c1=O	1.65	i
O=C(CCC1CCCC1)N1CCN(C2CCCC2)CC1	-0.22	i
CCOC(=O)c1cccnc1SC(CC)C(=O)N1CCOCC1 (stereo unspecified)	-1.21	i
COc1ccc(N(CC(=O)NCc2ccco2)S(=O)(=O)c2ccc(OC)c(OC)c2)cc1	0.19	i
C[C@H](NC(=O)OC(C)(C)C)c1nnc(SCC(=O)c2ccc(Cl)cc2)o1	-2.78	i
O=C(CSC1=NCCN1)Nc1cccc(C(F)(F)F)c1	-0.41	i
COc1ccccc1CCC(=O)Nc1ccc(S(=O)(=O)Nc2cc(C)nc(C)n2)cc1	-0.78	i
CC(C)(O)c1ccc2c(c1)CCC1C(C)(C(=O)O)CCCC21C (stereo unspecified)	-0.37	i
CCOc1cccc(/C=N/Nc2ccc(S(=O)(=O)N(CC)CC)cn2)c1O	0.65	i
CN(CC(=O)NCCc1ccccc1)S(=O)(=O)c1ccccc1	0.97	i
O=C(CSc1nnc(-c2ccc(F)cc2)c2ccccc12)Nc1ccccc1	-0.74	i
O=[N+]([O-])c1ccc(C[n+]2cccc3ccccc32)cc1	0.68	i
CC(=O)Oc1c2occc2cc2ccc(=O)oc12	0.4	i
O=C1CSC(c2cccnc2)N1c1ccccc1 (stereo unspecified)	-0.89	i
CC(=O)Nc1ccc(N/C=C/C(=O)c2ccccc2)cc1	0.14	i
Cc1cccc(NS(=O)(=O)c2ccc(C(=O)N3CCN(c4ccccc4O)CC3)cc2)c1C	-0.05	i
O=C1CC2(CCN(C(=O)c3ccccc3[N+](=O)[O-])CC2)Oc2ccccc21	0.25	i
CC1CCN(Cc2c(O)ccc3c(=O)c(-c4nc5ccccc5s4)c(N)oc23)CC1	-0.11	i
CCC(=O)Nc1ccc(NC(=O)/C=C/c2ccc(Cl)cc2)cc1	0.11	i
O=C1CC(NNc2ccccc2)C(=O)N1c1cccc(Cl)c1 (stereo unspecified)	-0.72	i
Cc1ccc(O)c(C(CC(=O)NCc2ccco2)c2ccccc2)c1 (stereo unspecified)	-2.61	i
CCCOc1ccc(-c2nc(N3CCN(C)CC3)c3ccccc3n2)cc1	-0.13	-6.67*
O=C(NC1CCCCCC1)c1ccc(CS(=O)(=O)Cc2ccccc2F)o1	-1.37	i
COc1cccc(CC(NC(C)=O)C(=O)NC2CCN(S(=O)(=O)c3ccc(NC(C)=O)cc3)CC2)c1 (stereo unspecified)	1.48	i
Cc1ccc(NC(=O)CN(C)CC(=O)Nc2ccc(N3CCOCC3)cc2)c([N+](=O)[O-])c1	0.08	i
CC1CN(c2nc3ccccc3cc2-c2ccccc2)CC(C)O1 (stereo unspecified)	-0.34	i
Cc1ccc(S(=O)(=O)NNC(=O)c2cccs2)c(C)c1	1.82	i
O=C1CCCC2=C1C1c3ccccc3C(=O)N1c1ccc(C(=O)c3ccccc3)cc1N2 (stereo unspecified)	-0.03	i
O=C(c1cccc(Br)c1)N1CCN(S(=O)(=O)N2CCOCC2)CC1	-0.77	i
Nc1cc[n+](CC(=O)c2ccc3c(c2)OCCO3)cc1	1.02	i
O=C(NC(=S)Nc1ccc(S(=O)(=O)NC2CCCCC2)cc1)c1cccs1	0.78	i
Cc1ccc(-n2c(=S)sc3c(=O)n(-c4ccc(F)cc4)c(SCC(=O)O)nc32)cc1C	1.58	i
COc1ccc(N2CCC(CNC(=S)Nc3c(C)cc(C)cc3C)C2)cc1 (stereo unspecified)	-0.48	i
C=CCC1NS(=O)(=O)OC(COC)C1C (stereo unspecified)	-0.32	i
O=C(COc1ccc(Cl)cc1Cl)NCCCCc1ccccc1	0.55	-7.79*
Cn1c(SCC(=O)c2ccccc2)ncc(C(=O)Nc2ccccc2)c1=O	-1.53	i
Cc1c(Cc2ccccc2)c(=O)oc2c(C)c(OCC(=O)N[C@@H](Cc3ccccc3)C(=O)O)ccc12	1.54	i
CC(=O)Nc1ccc(NC(=O)C2(C)CC2(Cl)Cl)cc1 (stereo unspecified)	0.88	i
O=C(O)c1ccc(-c2nc(-c3ccccc3Cl)cs2)cc1	0.77	i
CCOc1ccc(C(=O)Nc2ccc3c(c2)OCCO3)cc1	0.06	i
O=C(/C=C/c1ccc(Cl)cc1)N1CCN(c2ccccn2)CC1	-0.91	i
CCCCNc1ncnc2c1cnn2Cc1ccc(Cl)cc1	2.01	i
O=C(c1c(F)cccc1F)N1CCN(c2ccccc2F)CC1	1.04	i
COC(=O)c1sc(NC(=O)CSc2nnc(C(C)C)n2C)nc1C	0.21	i
CCN(CC)S(=O)(=O)c1cc(NC(=O)C2CCN(c3ncnc4sc(C)c(C)c34)CC2)ccc1Cl	1.3	i
COc1cccc(-c2nc3c(c(SCC(=O)N4CCOCC4)n2)Cc2c(CO)cnc(C)c2O3)c1	-0.13	i
COc1cc(/C=C2\C(=N)N3N=C(S(C)(=O)=O)SC3=NC2=O)ccc1OC(=O)c1ccco1	-0.89	i
CCCCCSc1nnc2c(n1)OC(c1cccn1C)N(C(C)=O)c1ccccc1-2 (stereo unspecified)	-0.08	i
CCC(=O)O[C@]1(C(=O)CCl)[C@@H](C)C[C@H]2[C@@H]3CCC4=CC(=O)C=C[C@]4(C)[C@@]3(F)[C@@H](O)C[C@@]21C	-0.51	i
COc1ccc(CN2CCNC(=O)C2CC(=O)N2CCCN(C(C)=O)CC2)cc1OC (stereo unspecified)	1.02	i
CN(CC(=O)Nc1ccccc1Cl)C(=O)CSc1ncc(C(F)(F)F)cc1Cl	-0.77	i
O=C1c2cccnc2C(Nc2ccc(Cl)cc2)N1Cc1cccs1 (stereo unspecified)	-2.03	i
COc1ccc(C(=O)N/C(=C\c2cn(C)c3ccccc23)C(=O)NCCCN2CCOCC2)cc1OC	0.4	i
CC(C)Cn1c(SCC(=O)N(C)C2CCS(=O)(=O)C2)nc2cc(Cl)ccc2c1=O (stereo unspecified)	0.85	i
Cc1ccc(-n2c(SCc3ccc(C(=O)O)cc3)nnc2-c2ccncc2)cc1	1.33	i
COc1ccc(CC(NC(C)=O)C(=O)NC2CCN(C(=O)c3cccc(Cl)c3)CC2)cc1OC (stereo unspecified)	-1.19	i

Next section.
SMILES	Kir21 block	KCNQ2 block
O=C(O)C1CCCN1c1ncnc2ccccc12 (stereo unspecified)	-1.11	i
CC(/C=N/NC(=O)c1cc(-c2ccc(C)o2)[nH]n1)=C\c1ccccc1	-0.82	i
CC1(CC(=O)N/N=C/c2ccc(-c3ccc(C(=O)O)cc3)o2)OCCO1	-1.56	i
CCOc1cc(C2CC(=O)N3CN(C4CCCCC4)CSC3=C2C#N)ccc1O (stereo unspecified)	-1.68	i
COc1ccc(N(CC(=O)Nc2ccc(C(N)=O)cc2)S(=O)(=O)c2ccc(C)c([N+](=O)[O-])c2)cc1	0.84	i
COc1ccc(N(CC(=O)NCCSc2ccccn2)S(=O)(=O)c2ccc(C)cc2)cc1OC	-0.91	i
CCOc1ccc(NC(=O)C2CCCN2C(=O)OCc2ccccc2)cc1 (stereo unspecified)	-0.3	i
Cc1cc(C)nc(/N=C(\N)C2=C(O)CC(C)(C)CC2=O)n1	0.91	i
CCN(Cc1ccccc1)C(=O)C(=O)c1cn(CC(=O)N2CCCC2)c2ccccc12	-1.52	i
O=C(Nc1nc2c(s1)CCCC2)Oc1ccccc1	1.19	i
COc1ccc(/C=C/C(=O)NC(=S)NNC(=O)c2cnccn2)cc1	-0.63	i
Cc1ccc(N2C(=S)N=C(Nc3ccccc3C)C23CCOC(C)(C)C3)cc1 (stereo unspecified)	2.07	i
Cc1cccc(N(C(=O)C(F)(F)F)C(C(=O)NC2CCCCC2)c2cccs2)c1 (stereo unspecified)	1.14	i
COc1cc(OC)c(NS(=O)(=O)c2cc(C(=O)OC(C)C(=O)NC3CC3)c(Cl)cc2Cl)cc1Cl (stereo unspecified)	-0.03	i
O=C(NC1CCN(c2ncccn2)CC1)c1ccccc1Cl	0.91	i
CC(C)c1ccccc1NC(=O)COC(=O)c1cc([N+](=O)[O-])ccc1N1CCOCC1	-0.01	i
Cn1nnc2cc(C(=O)NC(C)(C)C)ccc21	-1.44	i
CCOc1ccc(N2CC(NS(=O)(=O)c3cccnc3)CC2=O)cc1 (stereo unspecified)	0.25	i
CCN(c1ccccc1)S(=O)(=O)c1nnc(NC(=O)c2ccccc2OC)s1	-2.08	i
O=C(O)CSCC(=O)N1CCCN(c2ccc(C(F)(F)F)cn2)CC1	2.35	i
COc1ccc(Br)cc1CNc1ccc2[nH]c(=O)[nH]c2c1	-0.78	i
CCOC(=O)c1cnc2ccc(C)cc2c1NCCO	0.01	i
CCC(CC)NC(=O)COc1ccc(OC)cc1C=O	-0.13	i
CC(C)(C)NC(=O)CN(C(=O)CS(=O)CC(=O)Nc1ccc(F)cc1)c1ccc(Cl)cc1 (stereo unspecified)	-0.09	i
O=C(/C=C/c1ccc2c(c1)OCO2)N1CCOCC1	-0.67	i
CCOC(=O)c1[nH]c(C)c(C(=O)NC2CCCCC2)c1C	0.26	i
CCN1CCN(C(=O)C2COc3ccccc3O2)CC1 (stereo unspecified)	0.86	i
O=C(O)c1cc2c([nH]c1=O)CCCC2	-2.28	i
COc1ccc2cc(CN(Cc3cccnc3)Cc3nnnn3Cc3ccccc3)c(=O)[nH]c2c1	-0.09	i
CN1CCN(C(=O)/C(=C/c2ccco2)NC(=O)c2ccccc2)CC1	0.34	i
O=C(CCc1ccccc1)NC(NC(=S)Nc1ccc(Br)cc1)C(Cl)(Cl)Cl (stereo unspecified)	2.34	i
Nc1nc(C(=O)N2CCOCC2)nn1C(=O)c1ccc(Cl)cc1	0.54	i
CCc1ccc(NC2=NC(C(=O)c3ccccc3)CC(=O)N2)cc1 (stereo unspecified)	-0.02	i
N#C/C(=C\c1cn[nH]c1-c1ccccc1)C(=O)NC1CCCCCC1	1.11	i
CC(C)NS(=O)(=O)c1ccc2c3c(cccc13)CC2	-1.36	i
COc1cc(C(=O)NCc2nnc(SCC(=O)Nc3cccc(C(F)(F)F)c3)o2)cc(OC)c1OC	2.03	i
CC1(OC(=O)C2CCCC2)C(=O)C=C2C=C(c3ccsc3)OC=C2C1=O (stereo unspecified)	0.39	i
O=C(Cn1c(=O)oc2cc(S(=O)(=O)NCc3ccccc3)ccc21)N1CCCC1	-0.75	i
COc1ccccc1Nc1nc(N(C)c2ccccc2)nc(N)c1[N+](=O)[O-]	-0.05	i
Cc1cccn2c(=O)c3cc(C(=O)NCCc4ccccc4)c(=N)n(CC4CCCO4)c3nc12 (stereo unspecified)	-0.78	i

Some of these compounds in order of their number in Kir21 block, high to low.
SMILES	Kir21 block	KCNQ2 block
COc1ccc(CN2CCNC(=O)C2CC(=O)N2CCCN(C(C)=O)CC2)cc1OC (stereo unspecified)	1.02	i
O=C(NC1CCN(c2ncccn2)CC1)c1ccccc1Cl	0.91	i
CC(C)Cn1c(SCC(=O)N(C)C2CCS(=O)(=O)C2)nc2cc(Cl)ccc2c1=O (stereo unspecified)	0.85	i
COc1ccc(N2CCC(CNC(=S)Nc3c(C)cc(C)cc3C)C2)cc1 (stereo unspecified)	-0.48	i
